GPR7 antagonist = GPR7 receptor antagonists, primary screen, cell-based, fluorescence, single concentration | Neuropeptides B/W receptor type 1 (Homo sapiens), P48145 | GPR7-expressing cells, fluorescence antagonist assay | inhibition, % at 4.4 µM | hit rate 1.1% among 290,000 | AID 1861, 2009; in the data active = inhibition above about 16%, passing the limit was not always enough;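 also: cells stimulated with the agonist NPW; 0% = agonist with vehicle and 100% = vehicle without agonist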
Target sequence (P48145 whole entry, looked up): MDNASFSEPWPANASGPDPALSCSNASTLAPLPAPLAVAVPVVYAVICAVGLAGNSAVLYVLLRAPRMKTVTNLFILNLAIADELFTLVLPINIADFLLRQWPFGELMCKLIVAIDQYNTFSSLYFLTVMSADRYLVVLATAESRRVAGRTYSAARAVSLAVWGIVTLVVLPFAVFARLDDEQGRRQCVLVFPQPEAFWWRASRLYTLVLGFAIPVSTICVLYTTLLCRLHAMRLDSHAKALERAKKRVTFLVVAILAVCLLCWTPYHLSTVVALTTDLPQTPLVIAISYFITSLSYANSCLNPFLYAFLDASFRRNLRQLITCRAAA
M1 ag parental = counter-screen for M1 agonists: effect in parental CHO-K1 cells | hit rate 0.48% among 360,000 | activation, % at 3 µM | AID 602248, 2012 | Fluo-8 calcium fluorescence; scaled to maximal ATP response, vehicle zero; in the data active = activation above about 15%;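 also: untransfected CHO-K1 host cells lacking M1 receptor as counterscreen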
CHO parental Ca = ATP-evoked calcium signal inhibitors, parental CHO, primary screen, counter-screen for OX1R antagonist project, cell-based, fluorescence, Fluo-8 calcium dye. AID 463079, 2010. hit rate 0.63% among 330,000. parental CHO-K1, ATP-induced calcium, Fluo-8 fluorescence. inhibition, % at 5.6 µM;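 active = inhibition above that plate's mean sample inhibition plus 3 SD, cut at about 26% in these data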;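 also: 0% = ATP-challenged DMSO wells and 100% = DMSO wells without ATP; some compounds past the cut are filed as inactive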
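test system = CHO parental line | reagent = ATP stimulus | measured by = intracellular calcium via Fluo-8 no-wash fluorescent dye | control set = ATP and no-ATP DMSO wells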
OXTR agonist = human OXTR agonists, primary screen, fluorescence, CHO-OTR cells, Fluo-8 calcium | Oxytocin receptor (Homo sapiens), P30559 | Fluo-8 calcium fluorescence; normalized: DMSO 0%, oxytocin 100% | activation, % at 3 µM | hit rate 0.32% among 320,000;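 active = activation above the mean of all tested compounds plus 3 SD, cutoff set per screening run, cut at about 20% in these data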;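 also: peak over basal fluorescence ratio from a 100 s FLIPR kinetic read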
V1aR counter = agonists of human V1a receptor, primary screen, counter-screen for OXTR agonist project, fluorescence, CHO-V1R cells; Vasopressin V1a receptor (Homo sapiens), P37288; Fluo-8 calcium fluorescence, agonist mode; 0% DMSO, 100% 3 nM vasopressin; activation, % at 3 µM; hit rate 0.25% among 320,000; AID 2797, 2010;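 active = activation above the mean activation of all tested compounds plus 3 SD, per screening run, cut at about 20% in these data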;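 also: signal is peak over basal fluorescence ratio across a 100 second FLIPR read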
TAAR1 antag = human TAAR1 antagonists, primary screen, Fluo-8 calcium fluorescence, CHO RD-HGA16 cells; antagonist; inhibition, % at 3 µM; hit rate 1.5% among 360,000;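 active = inhibition above a per-plate cutoff, the mean inhibition of test compounds on that plate plus 3 SD, cut at about 49% in these data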;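 also: 0% = DMSO plus EC80 beta-PEA response and 100% = DMSO alone without agonist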
Target sequence (Q96RJ0 whole entry, looked up): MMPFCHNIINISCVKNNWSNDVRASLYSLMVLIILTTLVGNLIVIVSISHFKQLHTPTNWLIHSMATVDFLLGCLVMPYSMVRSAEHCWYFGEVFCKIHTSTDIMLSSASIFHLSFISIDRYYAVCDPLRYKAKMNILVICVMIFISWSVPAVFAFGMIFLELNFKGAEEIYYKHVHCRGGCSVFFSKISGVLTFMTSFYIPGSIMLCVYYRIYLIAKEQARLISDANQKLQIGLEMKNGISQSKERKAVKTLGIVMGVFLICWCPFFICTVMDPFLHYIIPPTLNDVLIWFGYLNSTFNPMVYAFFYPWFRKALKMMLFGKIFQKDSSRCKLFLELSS
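test system = CHO RD-HGA16 cells bearing hTAAR1 | replication = singlicate | controls = DMSO-only wells and EC80 β-PEA-stimulated wells | reagent = EC80 β-phenethylamine stimulus | read-out basis = percent inhibition of PEA-evoked calcium signal, max/basal emission ratio | schedule = seeding 17-24 h prior, 75-min 37 °C, 30-min RT dye loading | signal = kinetic Fluo-8 calcium fluorescence measurement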
CHO-K1 Ca antag = nonselective inhibitor or artifact in parental CHO-K1 cells | hit rate 0.6% among 360,000 | AID 602250 | ATP-induced calcium, Fluo-8 fluorescence | inhibition, % at 3 µM;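 active = inhibition above a per-plate cutoff, the plate's mean sample inhibition plus 3 SD, cut at about 24% in these data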;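 also: 0% = DMSO plus EC80 ATP and 100% = DMSO alone without ATP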
M1 PAM parental = nonselective calcium activators in parental CHO-K1 cells, primary screen, counter-screen for M1 PAM project, cell-based, Fluo-8 calcium fluorescence, full deck, 1536-well; hit rate 0.02% among 360,000; ATP EC20; 0% at ATP EC20, 100% at ATP max; activation, % at 3 µM; AID 602247, 2012;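 active = activation above the run cutoff, the mean activation of all test compounds plus 3 SD, cut at about 40% in these data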;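 also: peak over basal fluorescence ratio in a 140 s read after ATP addition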
OXTR potentiator = human OXTR potentiators, primary screen, fluorescence, CHO-OTR cells, Fluo-8 calcium | Fluo-8 calcium fluorescence, potentiator mode; 0% = oxytocin EC15, 100% = EC100 | activation, % at 3 µM | Oxytocin receptor (Homo sapiens), P30559 | hit rate 0.061% among 320,000 | AID 2445, 2010;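 active = activation above that plate's cutoff, the mean activation of tested compounds plus 3 SD, cut at about 6.6% in these data, passing the limit was not always enough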;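 also: 100% uses oxytocin at 75 nM as the full agonist control; some results filed as inactive read as strong as hits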
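Replication – single well per compound, singlicate · Assay system – CHO cell line stably expressing human OTR · Timing – 6 min pre-incubation, 100 s read · Measure – normalized max/min fluorescence ratio, % activation · Doses – 3.0 µM, one dose · Detection – Fluo-8 calcium dye fluorescence · Probe or stimulus – oxytocin near EC15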
* marks the source's active call; other numbers are inactive results; x = not tested or not shown; & = joins results of further samples. Not a hit list (roughly 3.5% active in at least one column).

SMILES	GPR7 antagonist	M1 ag parental	CHO parental Ca	OXTR agonist	V1aR counter	TAAR1 antag	CHO-K1 Ca antag	M1 PAM parental	OXTR potentiator
CC(C)NC(=O)N(C)C[C@@H]1Oc2cc(C#Cc3ccccn3)ccc2S(=O)(=O)N([C@@H](C)CO)C[C@H]1C	x	1.8	x	x	x	-10	-3	1	x
O=C(N/N=C/c1ccc(O)c([N+](=O)[O-])c1)c1ccncc1	8	0.6	-5	0.8	-0.2	-14	-11	17	7
O=C1CC(c2cc3c(cc2Br)OCO3)C2=C(CCCC2=O)N1 (stereo unspecified)	-5	0.1	-20	1.2	1.6	9	-1	-4	-7
COc1cccc2cc(C(C)N(CCCN3CCOCC3)C(=S)Nc3c(C)cccc3C)oc12 (stereo unspecified)	-1	0.7	-19	-0.1	-0.4	-12	-16	31	-2
Cc1sc2cc3c(c(C(=O)c4ccccc4)[n+]2c1C)-c1cccc2cccc-3c12	-10	x	2	0.5	0.2	-5	x	x	-1
Cc1cccc(CCNC(=O)CCc2nnc(CCc3ccccc3)o2)n1	8	0.4	-11	-1.0	0.5	-3	3	16	-17
O=C(NNC(=O)c1ccccc1-n1cccc1)c1ccc(F)cc1	-11	6.2	-19	0.0	0.0	-16	-15	8	-8
NCc1ccc(S(N)(=O)=O)cc1	-15	0.2&-0.2	-2&0	0.8&0.9	1.0&1.1	-23&2	5&-3	-1&-5	-3&-2
COc1ccc(OC)c(N=Nc2c(O)c3ccccc3[nH]c2=O)c1	x	0.7	x	x	x	45	-12	17	x
CCCCCCCC(=O)OCC(O)CO (stereo unspecified)	2	0.0	1	0.0	-0.2	6	-5	13	-5
CCOc1ccc(C(=O)NCC(=O)NCC(c2ccccc2OC)N2CCCC2)cc1 (stereo unspecified)	x	0.2	-10	-0.2	0.2	-21	-13	-3	-1
O=C1CCc2cc(S(=O)(=O)N3CCN(c4ccccc4F)CC3)ccc2N1	20	6.7	-4	9.6	8.2	1	-4	-10	-7
COc1ccc(C(=O)NC(=S)N2CCC(C)CC2)cc1Br	-5	0.2	-21	-1.4	0.2	-9	4	-3	-1
O=Cc1cc(N=Nc2cccc(C(=O)O)c2)ccc1O	2	-0.6	7	1.7	1.3	-1	12	-7	1
CC(=O)c1ccc(NC(=O)Nc2cccc3ccccc23)cc1	-11	5.2	x	x	x	15	1	-15	x
O=[N+]([O-])c1ccc(NC(=S)N/C(=N/CS(=O)(=O)c2ccccc2)c2ccccc2)cc1	8	0.0	-5	1.9	1.4	-1	-8	8	3
C[C@@]12C(=O)Nc3ccc(Cl)cc3C(=O)N1[C@H]1c3cc(Br)ccc3OC[C@@H]1[C@@H]2c1ccccc1	x	0.7	-7	0.6	2.5	-13	0	1	-3
CC(NC(=O)CSc1nc2ccccc2c(=O)n1CCCO)c1ccccc1 (stereo unspecified)	-4	1.5	-19	0.7	-0.4	13	-16	13	-1
CN(C)c1nc(NCc2ccccc2)nc(SCC(=O)Nc2ccc(Cl)c(Cl)c2)n1	-14	3.7	-24	0.8	1.5	0	-20	12	-8
COc1ccc(CNCC(O)COc2ccc(C)cc2[N+](=O)[O-])cc1 (stereo unspecified)	-3	0.6	-24	6.1	-0.3	5	-5	13	-6
Cc1nn(C)c(C)c1CN(C)C(=O)c1cc2nc(-c3ccco3)cc(C(F)(F)F)n2n1	-14	0.9	-10	1.9	-0.8	12	2	6	-8
COc1cc(/C=C/C(=O)OCC(=O)Nc2sc3c(c2C#N)CCC(C)C3)ccc1OCC#N (stereo unspecified)	-3	0.3	-18	0.2	0.7	-6	17	-15	-1
Cc1ccc(S(=O)(=O)N2C[C@H]3[C@H]4C(=O)N(c5ccccc5)C(=O)[C@H]4C[C@H](OC(=O)Nc4c(C)noc4C)[C@@]3(O)C2)cc1	x	-0.3	x	x	x	-15	-7	7	x
C[C@@H]1CCCCO[C@@H](CN(C)Cc2ccccc2)[C@@H](C)CN([C@H](C)CO)C(=O)c2cc(NC(=O)Nc3cccc4ccccc34)ccc2O1	x	0.4	x	x	x	8	9	8	x
CCCCNC(=O)c1nc(C2CCN(S(=O)(=O)c3ccccc3C(F)(F)F)CC2)oc1-c1ccccc1	x	1.4	x	x	x	-3	-20	0	x

Reformatted comma-delimited: entries from further up.
SMILES,GPR7 antagonist,M1 ag parental,CHO parental Ca,OXTR agonist,V1aR counter,TAAR1 antag,CHO-K1 Ca antag,M1 PAM parental,OXTR potentiator
COc1ccc(C(=O)NC(=S)N2CCC(C)CC2)cc1Br,-5,0.2,-21,-1.4,0.2,-9,4,-3,-1
O=Cc1cc(N=Nc2cccc(C(=O)O)c2)ccc1O,2,-0.6,7,1.7,1.3,-1,12,-7,1
CC(=O)c1ccc(NC(=O)Nc2cccc3ccccc23)cc1,-11,5.2,x,x,x,15,1,-15,x
O=[N+]([O-])c1ccc(NC(=S)N/C(=N/CS(=O)(=O)c2ccccc2)c2ccccc2)cc1,8,0.0,-5,1.9,1.4,-1,-8,8,3

Entries above that have a furan ring, fused or not, in the order listed:
SMILES	GPR7 antagonist	M1 ag parental	CHO parental Ca	OXTR agonist	V1aR counter	TAAR1 antag	CHO-K1 Ca antag	M1 PAM parental	OXTR potentiator
COc1cccc2cc(C(C)N(CCCN3CCOCC3)C(=S)Nc3c(C)cccc3C)oc12 (stereo unspecified)	-1	0.7	-19	-0.1	-0.4	-12	-16	31	-2
Cc1nn(C)c(C)c1CN(C)C(=O)c1cc2nc(-c3ccco3)cc(C(F)(F)F)n2n1	-14	0.9	-10	1.9	-0.8	12	2	6	-8

A few values from above.
Value for COc1ccc(C(=O)NC(=S)N2CCC(C)CC2)cc1Br in CHO parental Ca: -21
Value for Cc1ccc(S(=O)(=O)N2C[C@H]3[C@H]4C(=O)N(c5ccccc5)C(=O)[C@H]4C[C@H](OC(=O)Nc4c(C)noc4C)[C@@]3(O)C2)cc1 in CHO-K1 Ca antag: -7
Value for Cc1cccc(CCNC(=O)CCc2nnc(CCc3ccccc3)o2)n1 in TAAR1 antag: -3

Other entries
SMILES	GPR7 antagonist	M1 ag parental	CHO parental Ca	OXTR agonist	V1aR counter	TAAR1 antag	CHO-K1 Ca antag	M1 PAM parental	OXTR potentiator
Cc1ccc(NC(=O)CSc2ccc(-c3cccnc3)nn2)c(C)c1	4	0.6	-18	-0.9	1.1	0	4	10	-3
Cc1nnc(SCCN2C(=O)c3ccccc3C2=O)nc1C	x	0.0	-8	1.0	0.9	14	-20	4	-2
COC(=O)C(CSCc1ccccc1)NC(=O)CSc1nc(N)cc(=O)[nH]1 (stereo unspecified)	-4	0.8	-16	-0.4	1.2	7	-7	1	-10
Cc1ccc(CN(C)C(=O)c2ccc(S(=O)(=O)N(C)c3ccccc3)cc2)o1	x	1.6	x	x	x	22	14	-22	x
CC12CCC(C(=O)N(CC3CO3)C1=O)C2(C)C (stereo unspecified)	-6	0.5	7	-0.7	-0.1	12	-2	16	-3
CCOC(=O)c1[nH]c(C)c(C(=O)N2CCN(c3ccccc3OC)CC2)c1C	10	0.6	2	0.9	0.8	18	-2	-2	-2
CC(=O)N1N=C(c2ccco2)CC1c1ccc(Cl)o1 (stereo unspecified)	4	0.5	6	-0.4	0.1	0	-5	-2	-2
O=C(CC1NCCN(Cc2ccccc2)C1=O)Nc1ccc(Cl)cc1 (stereo unspecified)	-4	4.4	-25	2.4	0.9	-55	-9	16	-3
O=C(NC1CCN(C(=O)Nc2cccc(Cl)c2)CC1)c1ccco1	-5	0.4	2	2.5	0.6	-8	2	-3	1
COc1ccc(C(=O)Nc2oc(-c3ccccc3)c(-c3ccccc3)c2C#N)cc1	-3	-0.1	-3	0.6	0.6	15	-6	18	-11
CC(C)CNC(=O)COC(=O)c1cc(Cl)cc(Cl)c1N	6	0.3	-12	0.3	-0.3	1	-2	10	4
CCOc1ccc(N(CC(=O)NC2CCCC(C)C2C)S(=O)(=O)c2c(C)noc2C)cc1 (stereo unspecified)	10	-0.2	-15	-1.5	-1.3	-17	0	-3	-7
COc1ccc(-c2cc(C(=O)NCc3cccs3)no2)cc1	-12	0.3	17	0.2	0.1	16	-12	-3	-2
O=C(CC(=O)c1ccccc1)c1ccccc1	x	-0.5	x	x	x	-20	-4	18	x
O=C(CCNc1n[nH]c(=O)[nH]c1=O)N1CCCCC1	-6	0.4	4	1.5	1.1	4	-2	25	1
CCCCN(C(=O)Cc1coc2cc(C)c(C)cc12)c1c(N)n(Cc2ccccc2)c(=O)[nH]c1=O	x	1.3	-21	-1.3	-0.7	-31	-10	24	-10
Cc1ccc2c(c1)C1(C)C(C(C)(C)N2C=O)C1(Cl)Cl (stereo unspecified)	-8	0.2	-7	-2.4	-1.3	-7	-3	1	-7
CCOC(=O)[C@H]1[C@H]2COc3cc(OC)ccc3[C@@H]2N2C(=O)c3c(C)cc(C)cc3NC(=O)[C@@]12C	x	-0.9	-21	-0.5	0.1	3	-5	-16	-6
O=C(O)C1Cc2ccccc2CN1S(=O)(=O)c1ccccc1 (stereo unspecified)	-3	0.1	-5	-0.1	-0.5	-31	-7	-2	-15
O=C(COc1ccc(Cl)cc1)NCc1nnc(SCC(=O)c2ccccc2)o1	-10	2.9	-31	5.3	6.5	1	-11	21	-14
COc1ccc(NC(=O)NCCC2=CCCCC2)cc1	2	1.7	-10	-1.6	0.3	-5	-6	25	-1
O=C(c1cn(-c2ccccc2)nc1-c1cccnc1)N1CCCCC1	0	0.3	-14	0.2	-1.0	10	18	9	-6
CNC(=O)c1sc(-c2cccs2)nc1C	2	4.3	1	-1.0	-0.3	-15	-3	9	-6

Bioassay records from PubChem BioAssay.
